Source: PubChem (National Center for Advancing Translational Sciences (NCATS))
TDP1 cell CPT – DT40-hTDP1 cell growth loss with CPT | 420,000 compounds, 12% hits | chicken DT40 Tdp1-/-;hTDP1 cells + 20 nM CPT, ATP luminescence, 48 h | Potency, µM (series often up to 46.2 µM), without a hit: at the top dose activity change, negative = growth inhibition, actives largely listed as inhibitors; also: nearly all actives have a fitted effect of over 55% in size
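Cell growth measured by CellTiter-Glo luminescence after a minimum 48 h, 37 C compound exposure with 20 nM CPT in Tdp1-knockout DT40 cells stably expressing hTDP1, seeded 400/well; qHTS titration format.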
KAT2A inh – inhibitors of human GCN5L2 histone acetyltransferase; GCN5L2 HAT assay, ThioGlo1 CoA-SH fluorescence; Potency, µM (titrated, usually from 58.9 µM), inactives show at the top dose activity change, negative = inhibition, usual class: inhibitors; 390,000 compounds, 0.21% hits; Q92830
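Preincubate 20nM GCN5L2 with compound 15 min, RT → add 50uM ThioGlo1 + 75uM H3(1-25) + 70uM acetyl-CoA → read fluorescence 0 and 20 min. Primary qHTS; fluorescent artifacts likely.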
FEN1 inh – blocks human flap endonuclease 1; P39748; Recombinant FEN1 flap cleavage, fluorescence, 15 min; Potency, µM (highest dose often 114 µM), without a hit: at the highest dose activity change, negative = inhibition, usual class: inhibitors; 390,000 compounds, 0.35% hits; AID 588795; also: nearly all actives have a fitted effect of over 65% in size
Target sequence (P39748 whole entry, looked up): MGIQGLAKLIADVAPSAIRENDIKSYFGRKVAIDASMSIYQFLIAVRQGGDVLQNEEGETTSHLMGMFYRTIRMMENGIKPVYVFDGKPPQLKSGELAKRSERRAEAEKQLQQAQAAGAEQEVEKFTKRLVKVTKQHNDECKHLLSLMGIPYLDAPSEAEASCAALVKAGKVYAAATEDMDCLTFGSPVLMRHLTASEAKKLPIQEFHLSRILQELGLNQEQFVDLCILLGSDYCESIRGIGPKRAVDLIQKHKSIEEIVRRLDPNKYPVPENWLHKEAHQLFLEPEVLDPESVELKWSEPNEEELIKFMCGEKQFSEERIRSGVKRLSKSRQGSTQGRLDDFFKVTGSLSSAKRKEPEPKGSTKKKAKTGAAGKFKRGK
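Potency values derive from four-parameter Hill fits of normalized qHTS data. The reaction used 10 nM FEN1 preincubated 15 min at room temperature with compound, then 50 nM DNA substrate, read at 0 and 15 min.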
The depositor's hits bear a star; u = inconclusive; x = no result given. Calls follow the shape of the dose curve; as a rule, active = well fitted curve in the direction sought with a large enough effect; inconclusive = small, poorly fitted or top-dose-only effect, or another doubt; inactive = no such curve, though single readings can be large; an effect the other way counts as inactive or inconclusive. % is scaled to controls: 0 for no effect and ±100 for the full control effect; potency is read from the fitted curve at half-maximal effect.

Preview (6 entries):
[1] Cc1ccc2c(c1)N(CC(=O)N1CCCC1)C(=O)CO2
[2] Cc1cc2oc(=O)sc2cc1NS(=O)(=O)c1cccc2cccnc12
[3] CN(CC(O)COc1ccc(S(=O)(=O)N2CCOCC2)cc1Cl)C1CCCCC1 (stereo unspecified)
[4] COCCCn1c(=O)/c(=C\c2ccccc2OC(F)F)s/c1=C(/C#N)C(=O)NCCOC
[5] C/C(=N/Nc1ccc(Cl)cc1)c1cnnc(-c2ccccc2)n1
[6] CC(=O)Nc1ccc(C(=O)OCC(=O)NCc2ccccc2)cc1
Assay by compound,1,2,3,4,5,6
TDP1 cell CPT,-6.8%,u,-8.6%,6.5%,u,u
KAT2A inh,-1.5%,-2.6%,2.8%,-2.2%,3.2%,-12.1%
FEN1 inh,-13.8%,9.3%,4.7%,-5.8%,17.8%,-3.3%

The list itself, from the first entry:
[1] Cc1ccc2c(c1)N(CC(=O)N1CCCC1)C(=O)CO2
[2] Cc1cc2oc(=O)sc2cc1NS(=O)(=O)c1cccc2cccnc12
[3] CN(CC(O)COc1ccc(S(=O)(=O)N2CCOCC2)cc1Cl)C1CCCCC1 (stereo unspecified)
[4] COCCCn1c(=O)/c(=C\c2ccccc2OC(F)F)s/c1=C(/C#N)C(=O)NCCOC
[5] C/C(=N/Nc1ccc(Cl)cc1)c1cnnc(-c2ccccc2)n1
Assay by compound,1,2,3,4,5
TDP1 cell CPT,-6.8%,u,-8.6%,6.5%,u
KAT2A inh,-1.5%,-2.6%,2.8%,-2.2%,3.2%
FEN1 inh,-13.8%,9.3%,4.7%,-5.8%,17.8%

[6] CC(=O)Nc1ccc(C(=O)OCC(=O)NCc2ccccc2)cc1
[7] Cc1ccc(C(=O)NNC(=O)CCn2nnc3ccccc32)cc1
[8] O=C(O)/C(=C\c1cn(-c2ccccc2)nc1-c1ccc(Cl)cc1)NC(=O)c1ccccc1
[9] CCC(=O)c1ccc(OCC(=O)OC(C)C(=O)Nc2c(C)n(C)n(-c3ccccc3)c2=O)cc1 (stereo unspecified)
[10] COc1ccc(N2CC(C(=O)Nc3ccc(S(=O)(=O)N4CCCCC4)cc3)CC2=O)cc1 (stereo unspecified)
Assay by compound,6,7,8,9,10
TDP1 cell CPT,u,-4.5%,-0.1%,-2.7%,u
KAT2A inh,-12.1%,-2.3%,-3.9%,x,-8.4%
FEN1 inh,-3.3%,17.7%,-1.6%,3.1%,-1.9%

Record cards (already shown).
Listed for COCCCn1c(=O)/c(=C\c2ccccc2OC(F)F)s/c1=C(/C#N)C(=O)NCCOC : TDP1 cell CPT: 6.5%; KAT2A inh: -2.2%; FEN1 inh: -5.8%
Listed for CCC(=O)c1ccc(OCC(=O)OC(C)C(=O)Nc2c(C)n(C)n(-c3ccccc3)c2=O)cc1 (stereo unspecified) : TDP1 cell CPT: -2.7%; KAT2A inh: x; FEN1 inh: 3.1%

(more compounds)
[11] CS(=O)(=O)Nc1cccc(-c2cncnc2NCc2ccccc2)c1
[12] COC(=O)c1ccc(NS(=O)(=O)c2cc(-c3cc(C)no3)ccc2OC)cc1
[13] COc1ccc(Oc2ncc3ncc(=O)n(C)c3n2)cc1
[14] CCC(C)NS(=O)(=O)c1ccc(S(=O)(=O)N(CC(=O)Nc2ccccc2)CC2CCCO2)cc1 (stereo unspecified)
[15] C=CCn1c(Cc2ccccc2)nc2c(cnn2-c2ccccc2)c1=O
Assay by compound,11,12,13,14,15
TDP1 cell CPT,-3.0%,3.66µM*,-3.8%,u,u
KAT2A inh,-7.8%,-2.4%,-8.6%,-7.9%,-4.8%
FEN1 inh,x,6.2%,x,-14.9%,4.8%

[16] COC(=O)c1c(NC(=O)COC(=O)CCS(=O)(=O)c2ccc(C)cc2)sc(C)c1C
[17] Cc1csc(NC(=O)CSc2ncc(-c3ccccc3)[nH]2)n1
[18] COC(=O)c1cc2sccc2n1Cc1ccc(F)cc1Cl
[19] COc1ccc(N2CCN(C(=O)c3ccc(N4CCCCS4(=O)=O)cc3)CC2)cc1
[20] Cn1cc(C(=O)c2ccc(F)cc2)cc1-c1nc2ccccc2n1C
Assay by compound,16,17,18,19,20
TDP1 cell CPT,9.4%,4.3%,-23.7%,-17.5%,u
KAT2A inh,-6.6%,-3.6%,-2.3%,-3.2%,0.9%
FEN1 inh,-10.3%,9.9%,-5.1%,2.1%,-17.1%

[21] CC(C)=CCN1CCN(Cc2ccc(Sc3nncn3C)o2)CC1CCO (stereo unspecified)
[22] Cc1ccc(F)c(CNC(=O)C2CCC(=O)N(CCN3CCOCC3)C2)c1F (stereo unspecified)
[23] COc1ccc(OC)c(C(=O)C(=O)c2cc(OC)ccc2OC)c1
[24] CCOC(=O)c1c(NC(=O)c2cccs2)sc2c1CC(C)(C)OC2
[25] O=C(Cc1c(O)c2ccccc2[nH]c1=O)OC1CCCCC1
Assay by compound,21,22,23,24,25
TDP1 cell CPT,6.5%,-0.1%,-8.9%,u,-0.2%
KAT2A inh,-1.8%,u,x,-10.1%,-2.7%
FEN1 inh,-0.3%,-9.8%,-4.9%,-22.4%,-0.6%

[26] CCN1CCn2c3c(c4cccc(C)c42)CCCC31 (stereo unspecified)
[27] CCOC(=O)C(=NC(C)CC)NNc1cccc(C(F)(F)F)c1 (stereo unspecified)
[28] C#CCOCCOCCOCCNc1nc(N2CCN(C(=O)CCCCCCCCCCNC(=O)[C@@H](CCSC)n3cc(CCO)nn3)CC2)nc(N2CCN(C(=O)CCCCCCCCCCNC(=O)[C@H](CO)n3cc(CCCCCN)nn3)CC2)n1
[29] CCCNC(=O)c1ccc(Cn2c(=S)[nH]c3c([nH]c4ccc(OC)cc43)c2=O)cc1
[30] COc1ccc(NC(=O)c2cc3c(-c4ccccc4F)nn(C)c3s2)c(OC)c1
Assay by compound,26,27,28,29,30
TDP1 cell CPT,-0.6%,-8.1%,u,-23.8%,10.3µM*
KAT2A inh,-5.9%,-7.5%,-4.4%,2.8%,-11.6%
FEN1 inh,-2.0%,6.4%,u,-11.0%,-0.6%

[31] Cc1ccccc1NC(=S)NCc1ccc2c(c1)OCO2
[32] O=C(NCC(=O)N1CCN(c2ncccn2)CC1)c1ccc(F)cc1
[33] CCCCCC(=O)Nc1ccc(N2CCOCC2)c(S(=O)(=O)Nc2ccc(OC)cc2)c1
[34] COc1ccccc1NC(=O)Cn1c(=O)oc2ccccc21
[35] Cc1nn(-c2ccccc2)c(Cl)c1/C=N/NC(=O)c1ccccc1NS(=O)(=O)c1cccs1
Assay by compound,31,32,33,34,35
TDP1 cell CPT,-15.9%,13.0%,-18.9%,2.91µM*,-26.9%
KAT2A inh,-1.7%,3.5%,-10.0%,-0.5%,-9.9%
FEN1 inh,-0.1%,-0.7%,4.1%,-2.1%,-17.1%

[36] CCOCCCNC(=O)c1cn(CC(C)C)c(=O)c2cc(OC)c(OC)cc12
[37] Cc1ccc(S(=O)(=O)N2CCOC23CCN(C(=O)c2ccccc2Br)CC3)cc1
[38] O=C(Nc1c(C(=O)O)oc2ccc(Br)cc12)c1ccccc1
[39] COC(=O)c1sc(NC(=O)c2c(-c3ccccc3)noc2C)nc1C
[40] O=C(NC12CC3CC(CC(C3)C1)C2)N1CCN(c2ccccc2)CC1
Assay by compound,36,37,38,39,40
TDP1 cell CPT,0.9%,u,u,-13.4%,u
KAT2A inh,1.5%,-6.4%,-6.6%,-26.2%,-12.7%
FEN1 inh,-3.5%,16.7%,-19.8%,-18.2%,4.1%

[41] Cc1cccc(Nc2cc(C)c3c(O)cccc3n2)c1C
[42] CCc1ccccc1NC(=O)CSc1nnc(-c2ccncc2)o1
[43] COc1ccccc1CNC(=O)CCCCn1c(=O)c2ccccc2n(CC(=O)Nc2cc(Cl)ccc2C)c1=O
[44] COc1ccc(OCC(=O)NCCc2c[nH]c3ccccc23)cc1
[45] COc1ccc(NC(=O)C2=CC(c3ccc(OC)cc3)=NS(=O)(=O)N2C)cc1
Assay by compound,41,42,43,44,45
TDP1 cell CPT,20.6µM*,5.8%,18.4µM*,-20.6%,u
KAT2A inh,-3.2%,-4.2%,-6.0%,2.4%,u
FEN1 inh,2.5%,-3.5%,6.0%,-3.4%,-24.0%

[46] COc1ccc(/C=C/C(=O)NC2CCS(=O)(=O)C2)cc1 (stereo unspecified)
[47] CC1(C)Cc2c(c(N3CCOCC3)nc3sc(C(N)=O)c(N)c23)CO1
[48] OCCN1CCN(c2nnc(-c3ccccc3)c3ccccc23)CC1
[49] Cc1cccc([C@@H]2C[C@H]3CN(Cc4cccc(Cl)c4)C(=O)[C@]34CCCN24)n1
[50] COc1ccccc1-n1cnnc1SCC(=O)c1ccc[nH]1
Assay by compound,46,47,48,49,50
TDP1 cell CPT,7.1%,8.5%,-7.4%,u,-12.4%
KAT2A inh,-0.9%,-12.3%,-8.8%,1.4%,-5.6%
FEN1 inh,-7.4%,-16.1%,-0.1%,-12.1%,8.1%

[51] O=c1ccc2c(-c3ccccc3)c3ccc(O)cc3oc-2c1
[52] CCCN(C(=O)COc1ccc(Cl)cc1Cl)c1c(N)n(Cc2ccccc2)c(=O)[nH]c1=O
[53] N#Cc1c(-c2ccccc2)cc(-c2ccccc2)nc1SCc1nnc(-c2ccccc2)o1
[54] CC(=O)c1ccc(N2CCN(C(=O)c3ccco3)CC2)c(F)c1
[55] CC1(c2ccccc2)NC(=O)N(Cc2ccc([N+](=O)[O-])cc2)C1=O (stereo unspecified)
Assay by compound,51,52,53,54,55
TDP1 cell CPT,-25.1%,u,-15.1%,u,-2.2%
KAT2A inh,u,-8.9%,-24.6%,-3.6%,8.2%
FEN1 inh,44.7µM*,-3.5%,-4.2%,-3.3%,-4.9%

[56] Cc1nc2sc(C(c3cccc(F)c3)N3CCCCC3)c(O)n2n1 (stereo unspecified)
[57] COc1ccc(-c2nnc(N)s2)cc1
[58] O=C(c1ccc(Br)o1)N1CCN(c2ccc3nnc(-c4ccccc4)n3n2)CC1
[59] Cc1ccc2c(c1)=C(c1sc(N(C)c3ccc(O)cc3)nc1O)C(=O)N=2
[60] COCCNC(=O)C(=O)NCC1OCCN1S(=O)(=O)c1cccs1 (stereo unspecified)
Assay by compound,56,57,58,59,60
TDP1 cell CPT,-12.3%,-23.5%,16.4µM*,-41.6%,-12.4%
KAT2A inh,1.9%,-5.1%,1.0%,30.0%,12.3%
FEN1 inh,1.8%,-5.7%,-7.5%,16.3%,6.5%

[61] O=C(Nc1cccc(F)c1)N1CCC2(CC1)CCN(C(=O)c1ccncc1)CC2
[62] Nc1no[n+]([O-])c1-c1ccccc1
[63] COC(=O)Nc1sc(C)nc1-c1ccccc1
[64] O=C1NC(c2ccncc2)Nc2sc3c(c21)CCCC3 (stereo unspecified)
[65] COc1ccc(CCN2C(=O)c3[nH]nc(-c4ccccc4O)c3C2c2cccc(Cl)c2)cc1 (stereo unspecified)
Assay by compound,61,62,63,64,65
TDP1 cell CPT,10.6%,9.2%,-12.8%,-26.2%,23.1µM*
KAT2A inh,3.2%,2.1%,1.2%,-4.0%,-20.7%
FEN1 inh,x,2.7%,-11.8%,6.4%,-11.0%

[66] Cc1ccc(C)c(C(=O)OCC(=O)Nc2cccc(S(=O)(=O)N3CCCCC3)c2)c1
[67] CCN1CC=C2C(C#N)=C(N)C(C#N)(C#N)[C@H](c3ccoc3)[C@H]2C1
[68] Cc1ccc(C2=Nc3ccccc3N(CC(=O)NCc3ccccc3Cl)C(=O)C2)cc1C
[69] Cc1ccc(S(=O)(=O)N(C)CC(=O)NCCCn2ccnc2)cc1
[70] COc1ccc(NC(=O)CC2CCCCC2)cc1OC
Assay by compound,66,67,68,69,70
TDP1 cell CPT,18.4µM*,u,u,0.1%,-20.5%
KAT2A inh,-9.4%,-17.4%,-11.0%,2.2%,6.5%
FEN1 inh,4.8%,-3.3%,11.3%,14.9%,14.1%

[71] CC1CCN(c2nc(-c3ccccc3)cc(C(F)(F)F)n2)CC1
[72] O=C(O/N=C1\C(=O)N(c2ccccc2)c2ccccc21)C1CC1
[73] Cc1ccc(S(=O)(=O)NCCCNS(=O)(=O)c2ccccc2Br)cc1
[74] CN(CC(=O)NCc1ccco1)S(=O)(=O)c1ccc(F)cc1
[75] NC(=O)CC(NC(=O)Cc1cccc2ccccc12)c1ccc(NCc2ccccn2)c([N+](=O)[O-])c1 (stereo unspecified)
[76] CCOC(=O)c1ccccc1NC1c2ccccc2C(=O)N1c1cc(C)ccn1 (stereo unspecified)
[77] COC(=O)c1ccsc1NC(=O)CS(=O)(=O)c1ccccc1
Assay by compound,71,72,73,74,75,76,77
TDP1 cell CPT,-16.5%,u,-4.3%,-1.4%,0.5%,23.1µM*,-18.6%
KAT2A inh,-2.6%,-0.6%,-2.7%,-7.9%,8.5%,-8.5%,-2.6%
FEN1 inh,-6.1%,-5.1%,-20.2%,-0.6%,2.1%,3.2%,-0.1%

An excerpt; rates above refer to the full screens.
